STAT3 blocker: reduces IL-6 driven STAT3 reporter signal. U3A cells, IL-6 STAT3-luciferase reporter, luminescence; host cell line lacks STAT1. 190,000 compounds, 0.89% hits. AID 862. inhibition, % at 5.5 µM;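 active = inhibition above the mean inhibition across all screened compounds plus 3 SD, cut at about 44% in these data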;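 note: 0% = DMSO only wells and 100% = 100 µM nifuroxazide control wells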
Hsp70 activator: Hsp70 transcriptional activation, primary screen | HeLa Hsp70 promoter luciferase reporter, luminescence; scaled: vehicle 0, proteasome-inhibitor control 100% | activation, % at 10 µM | 200,000 compounds, 0.04% hits | AID 1203;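 active = activation above the mean across all tested compounds plus 3 SD, cutoff set per campaign, cut at about 5.5% in these data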;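 note: 100% = MG132 at 30 µM as the positive control and 0% = DMSO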
STAT1 act: STAT1 signaling activation; NIH 3T3 STAT1-luciferase reporter, IFN-gamma, luminescence; 100% = IFN-gamma alone, no compound; activation (% of control), % at 5.5 µM; 200,000 compounds, 2.6% hits;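 active = activation above the screen-wide mean activation plus 3 SD, cut at about 130% in these data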;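 note: raw ratio to IFN-gamma control signal so 100% means no change and 0% no light; values of inactives mirror those of a sister screen read the other way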
APP 5'UTR act: APP 5'UTR luciferase reporter activation | SH-SY5Y APP 5'UTR luciferase reporter, luminescence; zero percent = DMSO vehicle wells | activation, % at 2 µM | 190,000 compounds, 1% hits | AID 1276;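 active = activation above a set limit, based on mean plus 3 SD of controls, cut at about 140% in these data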; note: values of inactives mirror those of a sister screen read the other way
TLR4 MyD88 comp: TLR4-MyD88 interaction inhibition in cells | O00206+Q99836 | inhibition, % at 8.4 µM | 200,000 compounds, 0.18% hits | HeLa CL3-4 TLR4/MyD88 BLA complementation, FRET ratio; in the data active = inhibition above about 25%;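 note: 0% = vehicle and 100% = reference inhibitor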
Target sequence (O00206 whole entry, looked up): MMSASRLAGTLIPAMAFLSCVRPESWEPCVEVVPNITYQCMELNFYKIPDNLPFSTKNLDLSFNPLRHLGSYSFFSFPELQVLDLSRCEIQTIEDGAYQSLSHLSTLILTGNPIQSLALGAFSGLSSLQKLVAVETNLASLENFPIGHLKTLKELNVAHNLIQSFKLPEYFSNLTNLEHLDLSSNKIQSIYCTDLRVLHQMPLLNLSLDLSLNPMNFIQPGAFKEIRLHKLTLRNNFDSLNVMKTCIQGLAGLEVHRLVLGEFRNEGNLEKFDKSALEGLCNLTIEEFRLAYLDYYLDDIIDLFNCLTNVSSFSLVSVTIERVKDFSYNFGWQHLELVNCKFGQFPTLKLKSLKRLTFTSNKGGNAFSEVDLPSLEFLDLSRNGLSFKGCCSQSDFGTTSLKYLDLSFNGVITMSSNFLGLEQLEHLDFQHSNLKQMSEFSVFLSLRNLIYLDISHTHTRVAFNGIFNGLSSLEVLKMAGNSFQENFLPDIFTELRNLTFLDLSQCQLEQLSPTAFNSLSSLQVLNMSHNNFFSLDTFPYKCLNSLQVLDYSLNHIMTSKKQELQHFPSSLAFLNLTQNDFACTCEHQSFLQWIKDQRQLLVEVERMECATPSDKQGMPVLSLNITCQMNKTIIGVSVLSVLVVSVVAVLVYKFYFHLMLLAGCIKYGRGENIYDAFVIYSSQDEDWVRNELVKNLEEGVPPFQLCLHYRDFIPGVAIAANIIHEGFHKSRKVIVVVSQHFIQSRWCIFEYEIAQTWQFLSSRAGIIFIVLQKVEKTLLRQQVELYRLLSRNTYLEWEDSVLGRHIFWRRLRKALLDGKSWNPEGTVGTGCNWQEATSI
Target sequence (Q99836 whole entry, looked up): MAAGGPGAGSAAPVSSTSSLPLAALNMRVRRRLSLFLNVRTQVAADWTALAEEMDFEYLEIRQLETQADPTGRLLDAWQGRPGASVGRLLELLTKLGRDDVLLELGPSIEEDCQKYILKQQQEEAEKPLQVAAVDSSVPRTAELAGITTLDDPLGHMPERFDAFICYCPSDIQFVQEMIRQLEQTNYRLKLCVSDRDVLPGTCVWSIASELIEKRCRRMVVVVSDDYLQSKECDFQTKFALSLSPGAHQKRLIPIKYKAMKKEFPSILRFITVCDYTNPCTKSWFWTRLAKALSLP
NF-kB neuron act: raises NF-kB expression in human neuronal cells. NF-kB reporter expression; active compounds read high. fold change at 12.5 µM. 190,000 compounds, 1.6% hits. AID 1239; in the data active = fold change above about 3.3
Efa HMGR inh: inhibitors of class II HMG-CoA reductase from Enterococcus faecalis; inhibition, % at 10 µM; purified E. faecalis HMGR, NADPH absorbance 340 nm kinetic; 190,000 compounds, 0.41% hits;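 active = inhibition above a set limit, the median over all tested compounds plus 3 SD, cut at about 9.5% in these data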;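 note: enzyme runs in reverse so mevalonate oxidation gives rising NADPH absorbance; 0% = complete reaction with DMSO and 100% = background rate lacking mevalonate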
STAT1 blocker: reduces IFN-gamma driven STAT1 reporter signal. NIH 3T3 STAT1-luciferase reporter, luminescence. inhibition, % at 5.5 µM. 200,000 compounds, 0.35% hits;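 active = inhibition above a set limit, the mean inhibition across all tested compounds plus 3 SD, cut at about 34% in these data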;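 note: 0% = IFN-gamma with DMSO and 100% = IFN-gamma with 300 µM nifuroxazide; values of inactives mirror those of a sister screen read the other way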
DTT redox prof: compounds producing H2O2 with reducing agent – biochemical, NIH compound library profiling, artefact control for MLSCN library redox annotation, primary screen | DTT-dependent redox cycling H2O2, phenol red/HRP absorbance; 100% = 100 µM peroxide control, 0% = buffer | activation, % at 10 µM | 200,000 compounds, 0.03% hits | AID 878;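 active = activation of at least 50% relative to the plate's high and low controls in the primary single-dose screen; inactive = activation below 50%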;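 note: compound incubated with DTT at 0.8 mM final as the reducing agent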
STAT3 act: STAT3 signaling activation; U3A cells, IL-6 STAT3-luciferase reporter, luminescence; 100% = signal with IL-6 EC80 alone; activation (% of control), % at 5.6 µM; 190,000 compounds, 0.91% hits;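 active = activation above the screen-wide mean of compound activation plus 3 SD, cut at about 130% in these data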;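 note: 0% = background luminescence of wells with medium and substrate only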
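Test system: Human STAT1-deficient U3A cells with stable STAT3-luciferase reporter | Also added: Interleukin-6, 33 ng/mL | Timing: Compound pre-incubation 1 h before IL-6, then 6 h stimulation at 37 °C | Technique: Luciferase reporter luminescence | Read-out: Percent of IL-6-only median luminescence | Benchmarks: IL-6-only wells as 100% reference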
The depositor's hits bear a star; / = no result given.

SMILES	STAT3 blocker	Hsp70 activator	STAT1 act	APP 5'UTR act	TLR4 MyD88 comp	NF-kB neuron act	Efa HMGR inh	STAT1 blocker	DTT redox prof	STAT3 act
O=C(NNC(=O)c1cccnc1SCc1cccc([N+](=O)[O-])c1)c1cccnc1	-12	-0.5	102	-12	-11	1.1	-1	-2	0.3	108
O=C(CCCCn1c(=O)[nH]c2ccccc2c1=O)NCc1ccc2c(c1)OCO2	1	0.1	92	-9	19	1.1	1	9	0.7	103
O=C(OCC(=O)N1CCCC1)c1cccs1	1	0.4	113	21	-4	2.5	-4	-15	1.4	102
Cc1cccc(OCC(=O)NCC(=O)N/N=C/c2ccc([N+](=O)[O-])cc2)c1	9	0.3	93	3	-14	1.1	-3	6	-1.5	93
CCCc1nc2oc3c(NCC4CCCO4)ncnc3c2c2c1COC(C)(C)C2 (configuration not stated)	8	-0.1	106	-12	-6	0.49	-1	-7	-1.1	99
CCN(CC)CCCOC(=O)C(c1ccccc1)c1ccccc1	3	-0.1	99	1	-3	1.3	-2	-1	-0.7	99
CCOC(=O)C(CSCC(=O)c1ccc(Br)cc1)NC(=O)OC(C)(C)C (configuration not stated)	4	-0.1	102	27	5	0.89	-5	-2	0.0	98
CCOc1ccccc1-n1nnnc1SCC(=O)NCc1ccco1	6	-0.1	99	6	-24	1.1	-2	-1	-0.6	96
COC(=O)CSc1[nH]c2cc(C)ccc2c1[N+](=O)[O-]	2	-0.2	81	-11	10	1.4	-2	19	0.1	105
CCCCOC(=O)Cn1c(=N)n(CCN2CCOCC2)c2ccccc21	2	0.0	100	-11	2	/	/	0	3.0	103
CC1CCN(c2ccccc2NC(=S)NC(=O)c2cccs2)CC1	-2	-0.5	102	-7	10	1.6	1	-2	2.2	102
CCCCC(=O)NC(NC(=S)N1CCCCCC1)C(Cl)(Cl)Cl (configuration not stated)	4	-0.4	101	6	10	0.88	3	-1	-0.1	99
COC(=O)c1cc(C(=O)OCC(=O)N(C)C2CCS(=O)(=O)C2)cc([N+](=O)[O-])c1 (configuration not stated)	-2	-0.3	97	27	-8	0.97	-4	5	-0.6	106
Cc1nn(C)cc1-c1n[nH]c(=S)n1-c1ccc(Cl)cc1	17	-0.2	97	-9	0	1.3	-3	3	-0.2	89
CCCCCCCN1N=C(C)C(C(=O)c2ccccc2)C1=O (configuration not stated)	-5	-0.1	107	2	2	1.3	-1	-8	-1.7	109
Cc1[nH]c(=O)c(C#N)cc1-c1ccccc1	-6	-0.5	100	2	11	1.2	0	0	1.4	107
CN(C)CCCNC(=O)c1ccc(/C=N/O)nc1	3	-0.1	102	15	4	1.1	-2	-4	-0.5	99
CC(C)C[C@H](NC(=O)c1nc[nH]c1C(=O)NCCCCCNC(=O)OC(C)(C)C)C(=O)OCc1ccccc1	/	0.5	95	2	-12	0.75	-2	7	0.5	/
CCc1ccc(NC(=O)CSc2nc3ccccc3c(=O)n2CCCC(=O)NCCCN2CCOCC2)cc1	9	-0.3	93	14	-12	0.75	2	6	-0.5	100
CCc1ccc(NS(=O)(=O)c2ccc3[nH]cc(C(=O)NCC4CCCO4)c(=O)c3c2)cc1 (configuration not stated)	-2	-0.3	103	18	-3	0.75	3	-4	-0.5	105

Gathered by group, those above containing a furan ring, fused or not
SMILES	STAT3 blocker	Hsp70 activator	STAT1 act	APP 5'UTR act	TLR4 MyD88 comp	NF-kB neuron act	Efa HMGR inh	STAT1 blocker	DTT redox prof	STAT3 act
CCCc1nc2oc3c(NCC4CCCO4)ncnc3c2c2c1COC(C)(C)C2 (configuration not stated)	8	-0.1	106	-12	-6	0.49	-1	-7	-1.1	99
CCOc1ccccc1-n1nnnc1SCC(=O)NCc1ccco1	6	-0.1	99	6	-24	1.1	-2	-1	-0.6	96

The listing continues:
SMILES	STAT3 blocker	Hsp70 activator	STAT1 act	APP 5'UTR act	TLR4 MyD88 comp	NF-kB neuron act	Efa HMGR inh	STAT1 blocker	DTT redox prof	STAT3 act
CNC(=O)CC(C(=O)O)c1ccc(OCC(C)C)cc1 (configuration not stated)	6	-0.3	95	1	15	1.2	5	5	0.3	99
COc1ccc(-n2cc(C#N)c(=O)[nH]c2=O)cc1	-4	-0.2	103	17	3	1	-1	-5	-0.2	107
Cc1ccc(S(=O)(=O)N2CCN(C(C(=O)Nc3ccc(F)cc3)c3ccccc3)CC2)cc1 (configuration not stated)	-8	-0.4	61	17	10	1.1	-7	43*	0.0	106
O=C(Nc1nnc(-c2cccs2)o1)c1cccc(C(F)(F)F)c1	6	-0.4	94	/	-6	0.65	-3	6	-0.9	102
O=C(NCCc1ccccn1)c1ccc(NS(=O)(=O)c2ccc(F)cc2)cc1	0	-0.1	98	24	-9	1.1	-1	1	0.2	102
COc1ccc(C(=O)N2CCn3c(C)ccc3C2C)cc1 (configuration not stated)	18	0.1	106	7	-14	1	4	-9	0.7	89
O=C(C1CCCCC1)N1CCC(n2nnc3ccccc32)CC1	-1	0.0	99	3	0	0.92	1	1	0.2	103
COc1ccc(CCNC(=O)c2cc(-c3ccc(Cl)c(Cl)c3)oc2C)cc1	-4	-0.3	100	0	-6	1	-3	0	1.3	102
CC(=O)c1ccc(NC(=O)C2CCCNC2=O)cc1 (configuration not stated)	5	-0.3	92	-5	2	1.1	-2	7	-0.9	100
CCOC(=O)c1sc(NC(=O)OC)c(C(=O)OC)c1C	14	-0.1	106	-12	16	1.1	-7	-10	-0.1	92
CCn1c(-c2ccccc2Cl)nn(CC(=O)Nc2ccccc2OC)c1=S	-3	-0.5	100	-3	-3	0.95	-2	0	-3.5	108
CC1(C)Oc2cc(N)c([N+](=O)[O-])cc2O1	-9	0.0	107	3	8	1.3	-2	-8	17	108
O=C(CNC(=O)c1ccccc1F)OC(C(=O)Nc1cc(C(F)(F)F)ccc1Cl)c1ccccc1 (configuration not stated)	10	-0.4	98	21	-4	1.1	-3	2	0.1	92
CCCN1CCN(C(=O)Nc2ccc(C(=O)OCC)cc2)CC1	3	-0.2	102	7	-2	1.2	0	-3	-0.9	99
COc1ccc(Br)cc1/C=N/NC(=O)c1ccco1	20	-0.2	94	10	-5	1.3	1	5	26	84
COc1ccc(NC(=S)NCCCN2CCN(C3CCCCC3)CC2)cc1	-3	-0.2	102	-12	6	1.4	-1	-2	-0.1	100
CCC(C)N1CC(C(=O)NC2CCCCC2)CC1=O (configuration not stated)	5	-0.5	102	/	-14	0.91	6	-3	1.9	101
O=C(O)CNC(=O)CCN1C(=O)c2ccccc2C1=O	-2	-0.3	102	7	-2	1.3	-4	-2	0.3	102
COC(=O)c1ccccc1NC(=O)c1ccc2nccnc2c1	24	-0.1	100	-3	-12	0.86	-3	0	0.5	85
COC(CNC(=O)CNC(=S)N(Cc1ccccc1)Cc1cccnc1)OC	11	0.0	95	-12	4	1	9.6*	6	-0.2	97
O=C(CN1CCN(c2nc(-c3ccccc3)cs2)CC1)NNC(=O)c1ccco1	8	0.5	93	5	-7	0.98	-7	7	-1.7	95
O=C(Nc1cccnc1)Nc1ccc(Br)cc1Cl	18	-0.3	108	9	-2	1.2	-2	-7	0.5	86
COc1ccc(CNC(=O)c2ccccc2SC)cc1	12	0.0	101	0	1	0.98	-1	-1	0.2	93
Cc1ccc(-c2nn3c(C)nnc3c3ccccc23)cc1S(=O)(=O)NCc1ccco1	14	0.3	97	6	5	0.85	0	3	3.1	92
COc1cccc(C(=O)NCCN2C(=O)S/C(=C/c3cccs3)C2=O)c1OC	3	0.0	97	-9	5	1	2	0	0.2	102
O=C(NCc1ccco1)C1CCN(c2nc3ccccc3n2Cc2ccc(F)cc2)CC1	12	-0.4	96	-6	1	0.85	-1	4	-3.3	94
COc1ccc(-c2ccc(SC)nn2)cc1	84*	-0.3	46	114	-6	/	-7	59*	-0.8	30
CCOC(=O)Cc1c(C)nc2c(-c3ccc(Cl)cc3)cnn2c1C	15	0.1	106	-5	-4	1.2	-2	-6	-0.1	89
N#CCSc1nc2c(cc1C#N)CCCC2	17	0.2	100	17	5	1.5	1	0	2.0	95
O=C(Nc1ccccc1)/C(=C\c1ccc2c(c1)OCO2)NC(=O)c1ccco1	-1	-0.2	99	4	-8	1.1	-6	1	-6.0	108
COCC(=O)n1nc(-c2ccccc2)nc1NCc1ccc(N(C)C)cc1	-9	0.0	142*	52	-6	2.1	1	-50	0.0	112
O=S1(=O)CCN=C2SC3=C(CCCC3)N21	-3	-0.1	95	-14	4	1	-4	6	1.1	107
N=c1ccn(Cc2ccc(Cl)cc2)cc1	23	-0.4	93	15	-4	0.62	-6	8	2.1	83
COC(=O)c1c(C(=O)OC)c2cc(C)ccn2c1Cl	23	0.1	109	5	9	1.3	-2	-10	4.3	87
CC(=O)N(c1ccc(C)cc1)S(=O)(=O)c1ccc(Cl)cc1	21	0.1	101	-7	-6	1	-11	-4	0.1	86
O=C(Oc1ccc2c3c(c(=O)oc2c1)CCC3)c1ccccc1[N+](=O)[O-]	-4	-0.4	106	-5	0	1.1	-1	-7	0.0	99
COc1ccc2cc(C)c3nnc(SCC(=O)Nc4cc(OC)c(OC)cc4C(=O)O)n3c2c1	-2	0.2	98	11	11	1.1	-1	3	0.1	101
CCc1ccc(C(=O)COC(=O)c2cncc(Br)c2)cc1	4	-0.4	89	-22	-7	1.2	-12	11	-1.5	99
COc1cc(NC(=S)NC(=O)c2c(OC)cccc2OC)ccc1NC(=O)c1cccs1	30	0.3	97	10	-4	1.3	-10	3	1.1	84
CCCCCCCCCCCCCCCC[n+]1ccc(/C=N/O)cc1	3	-0.2	87	-22	5	0.25	-1	14	0.2	99
Cc1ccc(SCC(=O)NNC(=O)C2CCCCC2)cc1	4	-0.1	104	-6	2	1	-2	-4	1.6	106
O=C(CC(=O)NCc1cccnc1)NCc1cccnc1	4	1.0	105	0	-8	0.98	-4	-6	-0.2	102
O=C(CN(c1ccc(Cl)c(C(F)(F)F)c1)S(=O)(=O)c1ccccc1)N1CCOCC1	2	-0.1	104	-8	-1	0.99	2	-4	2.2	106
O=C(NCC(=O)N(CC1CCCO1)C(C(=O)NC1CCCC1)c1ccc(F)cc1)c1ccco1 (configuration not stated)	3	-0.5	103	22	2	1.3	-1	-3	1.5	101
O=S1(=O)N=C(Nc2ccc(O)cc2)c2ccccc21	4	-0.3	96	27	2	1.1	-5	2	-1.9	99
Cc1ccc(Oc2ccc(NC(=O)c3ccco3)cc2)cc1	5	0.8	119	29	-9	1.7	-2	-18	-2.8	102
CCCCn1c(NS(=O)(=O)c2ccc(C)cc2)c(S(=O)(=O)c2ccccc2)c2nc3ccccc3nc21	-7	-0.2	100	24	-6	0.84	0	0	97*	106
Cc1ccc2nc(SCC(=O)Nc3ccc4c(c3)OCCO4)[nH]c2c1	9	-0.4	102	0	-1	1.2	-4	-2	0.4	95
CCOc1cccc(C(=O)NNC(=O)CCC(=O)O)c1	-3	-0.4	99	7	3	1.3	1	1	0.3	101
Cc1cc(NC(=O)c2nn(C)c(C)c2[N+](=O)[O-])no1	13	-0.3	107	6	-7	1.2	-4	-7	0.8	98

Bioassay records deposited in PubChem BioAssay by several laboratories.
